Screening data as filed in PubChem.
GLS inhibitor: glutaminase GLS (human) inhibition; O94925; GLS enzymatic activity, qHTS titration; 410,000 compounds, 0.21% hits; Potency, µM (top dose mostly 45.5 µM), without a hit: at the top dose activity change, negative = inhibition, most hits filed as inhibitors; further: potency means the concentration at half of the fitted maximal effect; on the % scale 0 is the no-effect control and ±100 the full control effect
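Read-out is an Amplex red fluorescence increase coupled through glutamate oxidase and HRP, measured before and after 30 min room-temperature incubation. hKGA is in 45 mM KH2PO4 (pH 8.2) with 0.02% Tween-20; glutamine added as 1mM solution.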
G9a inh: G9a (human) methyltransferase inhibition | Q96KQ7 | 350,000 compounds, 8.8% hits | AID 504332 | Potency, µM (highest dose often 102 µM), for inactives: top-dose activity, negative = inhibition, most hits filed as inhibitors | G9a H3K9 monomethylation, AlphaScreen, 2 h; further: potency means the concentration at half of the fitted maximal effect; on the % scale 0 is the no-effect control and ±100 the full control effect; nearly all actives have a fitted effect of over 75% in size
Target sequence (Q96KQ7 913-1193 limits assumed): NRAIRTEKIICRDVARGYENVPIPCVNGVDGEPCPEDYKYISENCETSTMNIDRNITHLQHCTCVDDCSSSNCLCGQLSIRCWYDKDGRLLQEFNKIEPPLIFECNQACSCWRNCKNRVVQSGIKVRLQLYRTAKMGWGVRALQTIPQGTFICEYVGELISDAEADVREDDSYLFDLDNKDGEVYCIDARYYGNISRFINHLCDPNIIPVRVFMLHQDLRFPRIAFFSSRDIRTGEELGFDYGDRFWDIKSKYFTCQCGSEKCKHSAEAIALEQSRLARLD
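G9a (20 nM) was preincubated 15 min with compound, then reacted 2 h at room temperature with 500 nM biotin-H3K9 peptide and 20 µM SAM. Monomethyl-H3K9 detected by AlphaScreen using anti-H3K9me1 antibody.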
BAZ2B block: inhibitors of human BAZ2B bromodomain; Potency, µM (highest dose often 114 µM), without a hit: top-dose activity change, negative = inhibition, hits mostly inhibitors; AlphaScreen BAZ2B-H3K14Ac peptide displacement; 360,000 compounds, 4.4% hits; AID 504333; further: potency means the concentration at half of the fitted maximal effect; on the % scale 0 is the no-effect control and ±100 the full control effect; nearly all actives have a fitted effect of over 60% in size
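Complex of BAZ2B and biotin-H3K14Ac (50 nM apiece) forms over 30 min at RT, then faces library compounds up to 110 uM for another 30 min; AlphaScreen beads added, 20 min dark incubation, luminescence read.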
PGK inhibitor: inhibitors of T. brucei phosphoglycerate kinase. P07378. PGK/GAPDH coupled, Kinase-Glo luminescence, 60 min. Potency, µM (series often up to 57.5 µM), without a hit: top-dose activity change, negative = inhibition, hits mostly inhibitors. 380,000 compounds, 0.043% hits. AID 602233; further: potency means the concentration at half of the fitted maximal effect; on the % scale 0 is the no-effect control and ±100 the full control effect; nearly all actives have a fitted effect of over 60% in size
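Recombinant glycosomal PGK reaction used 1,3-bisphosphoglycerate generated in-well by GAPDH (100nM final) in 100mM TEA pH 7.6, 5mM MgCl2, 0.01% Tween-20. After 60 minutes at room temperature, ATP was read by Kinase-Glo Plus luminescence end-point.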
ERG-DNA inh: ERG Ets/DNA interaction inhibition. 370,000 compounds, 0.028% hits. Potency, µM (highest dose often 76.9 µM), inactives show at the highest dose FP activity, negative = inhibition, usual class: inhibitors. AID 624246. fluorescence polarization, His-ERG Ets domain / labelled DNA; active means well fitted inhibition curve with a large enough effect in the polarisation, with a control signal flat; inconclusive means small, poorly fitted or top-dose-only effect, or effect the other way, or a change in a side signal; inactive means no such curve, though single readings can be large or run the other way; the % refers to the polarisation;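 further: polarization taken with two DNA probes labelled with fluorescein and Texas red; potency means the concentration at half of the fitted maximal effect; % of control where 0% means no effect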
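His-tagged ERG Ets domain (1 uM in the protein solution; 300mM KCl, 50mM Tris-HCl, 1mM EDTA, 1mM DTT, pH 7.5) received compound, then a probe mix of 5 nM fluorescein-DNA and 100nM Texas-615-DNA. Fluorescence polarization was read for both dyes.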
JMJD2A Tudor inh: JMJD2A Tudor domain (human) inhibition; O75164; AlphaScreen JMJD2A-Tudor / H3K4me3 peptide binding; Potency, µM (series often up to 114 µM), without a hit: at the highest dose activity change, negative = inhibition, hits mostly inhibitors; 390,000 compounds, 4.4% hits; AID 504339; further: potency means the concentration at half of the fitted maximal effect; on the % scale 0 is the no-effect control and ±100 the full control effect; nearly all actives have a fitted effect of over 50% in size
HP1b binding inh: blocks HP1-beta chromodomain binding to methylated histone tails; P83916; AlphaScreen HP1-beta / biotin-H3K9me3 peptide binding; Potency, µM (top dose mostly 114 µM), without a hit: top-dose activity change, negative = inhibition, most hits filed as inhibitors; 390,000 compounds, 0.56% hits; AID 540317; further: potency means the concentration at half of the fitted maximal effect; nearly all actives have a fitted effect of over 70% in size; inactives centre near 23
Target sequence (P83916 whole entry, looked up): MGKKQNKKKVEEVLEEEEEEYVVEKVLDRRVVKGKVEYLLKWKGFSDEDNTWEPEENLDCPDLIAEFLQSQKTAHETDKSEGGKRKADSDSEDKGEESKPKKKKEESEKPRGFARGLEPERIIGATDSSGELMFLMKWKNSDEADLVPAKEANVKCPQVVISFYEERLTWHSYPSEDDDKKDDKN
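HP1-beta protein (50 nM final) preincubated 30 min at room temperature with biotinylated H3(1-18)K9me3 peptide (50 nM) in PBS pH 7.4, 0.01% Tween-20, then compound added for 30 min. AlphaScreen streptavidin donor/nickel chelate acceptor beads (10 ug/mL final), 30 min dark, luminescence read.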
Pin1 inh: inhibitors of human Pin1; Q13526; Pin1 FP peptide displacement, HiFluor488, 10 min; Potency, µM (series often up to 115 µM), for the others: at the top dose activity, negative = inhibition, most hits filed as inhibitors; 390,000 compounds, 0.009% hits; AID 504891; active means well fitted inhibition curve with a large enough effect in the polarisation, with a control signal flat, not every such curve was filed as active; inconclusive means small, poorly fitted or top-dose-only effect, or effect the other way, or a change in a side signal; inactive means no such curve, though single readings can be large or run the other way; the % refers to the polarisation; further: potency means the concentration at half of the fitted maximal effect; on the % scale 0 is the no-effect control and ±100 the full control effect
PI4K2A inh: inhibitors of human PI4K2A. Q9BTU6. purified PI4K2A, ADP-Glo luminescence, 1 h; hits give low values. activity change, negative = inhibition, % at 76.9 µM. 420,000 compounds, 0.13% hits; in the data active means activity change below about -50%; inconclusive means mostly about -30% to -49%;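 further: -100% = wells without enzyme as full effect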
Target sequence (Q9BTU6 whole entry, looked up): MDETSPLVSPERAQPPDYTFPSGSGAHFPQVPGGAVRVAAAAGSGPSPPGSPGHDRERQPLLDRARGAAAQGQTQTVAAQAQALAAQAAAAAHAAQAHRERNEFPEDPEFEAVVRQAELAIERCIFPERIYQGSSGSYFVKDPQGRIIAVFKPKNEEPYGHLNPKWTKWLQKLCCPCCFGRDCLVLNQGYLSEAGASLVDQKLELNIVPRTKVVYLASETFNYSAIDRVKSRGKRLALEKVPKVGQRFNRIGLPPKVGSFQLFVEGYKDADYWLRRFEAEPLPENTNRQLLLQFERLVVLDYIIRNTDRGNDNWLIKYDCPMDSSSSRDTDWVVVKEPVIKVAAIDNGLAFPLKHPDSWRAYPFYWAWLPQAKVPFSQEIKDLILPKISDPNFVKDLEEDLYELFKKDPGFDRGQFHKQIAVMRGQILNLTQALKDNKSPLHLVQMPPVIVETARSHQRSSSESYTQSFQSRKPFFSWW
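ADP-Glo luminescence measured ADP generated by PI4K2A enzyme (4 ug/mL before mixing) with 1.2 mM PI substrate (pre-mix) and 300 microM ATP (pre-mix). Tris pH7.5 buffer with MgCl2, Triton X-100; 1 h reaction at ambient temperature.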
The depositor's hits bear a star; [ ] = dose if it differs, or a comment. Unless noted, the call rests on the fitted dose curve; in most records, active means well fitted curve in the direction sought with a large enough effect; inconclusive means small, poorly fitted or top-dose-only effect, or another doubt; inactive means no such curve, though single readings can be large; an effect the other way counts as inactive or inconclusive. No enrichment for hits; overall some 11% were active at least once.

Results for C/C(=N/NS(=O)(=O)c1ccccc1)c1ccc(Cl)cc1 ?
GLS inhibitor: 16.4%; G9a inh: 9.2%; BAZ2B block: -24.8%; PGK inhibitor: -6.4%; ERG-DNA inh: -2.6%; JMJD2A Tudor inh: -23.8%; HP1b binding inh: 11.2%; Pin1 inh: 14.9%; PI4K2A inh: 0.0

How did CC1=NNC(=O)C1CC(=O)N/N=C(\C)c1cccs1 (stereo not drawn) do in these assays?
GLS inhibitor: 35.2%[activator]; G9a inh: 7.8%; BAZ2B block: -4.5%; PGK inhibitor: -2.5%; ERG-DNA inh: 1.4%; JMJD2A Tudor inh: -13.3%; HP1b binding inh: 21.1%; Pin1 inh: -3.6%; PI4K2A inh: 5.5

Results for S=c1nc(-c2ccccc2Br)[nH][nH]1 ?
GLS inhibitor: 0.4%; G9a inh: 0.794µM*; BAZ2B block: 12.0%; PGK inhibitor: -0.9%[11.5 µM]; JMJD2A Tudor inh: 0.794µM*; HP1b binding inh: inconclusive; Pin1 inh: 2.1%; PI4K2A inh: -2.2

Results for COc1ccc(S(=O)(=O)N2CCOC2CNC(=O)C(=O)NCCCN2CCOCC2)cc1 (stereo not drawn) ?
GLS inhibitor: 5.9%; G9a inh: 32.8%; BAZ2B block: 1.1%; PGK inhibitor: inactive; ERG-DNA inh: 16.0%; JMJD2A Tudor inh: -11.0%; HP1b binding inh: 7.2%; Pin1 inh: -6.8%; PI4K2A inh: -3.0

What do the screens show for `O=C1NC(=O)C2(CCCCCCCCCCC2)N1`?
GLS inhibitor: 5.6%; G9a inh: 14.2%; BAZ2B block: -10.7%; PGK inhibitor: inactive; ERG-DNA inh: 15.6%; JMJD2A Tudor inh: -16.1%; HP1b binding inh: 12.1%; Pin1 inh: 20.7%; PI4K2A inh: -2.6

What do the screens show for `Cc1nn(CC(=O)N(C)Cc2ccc(F)cc2)c(C)c1[N+](=O)[O-]`?
GLS inhibitor: 8.4%; G9a inh: -0.1%[59 µM]; BAZ2B block: -3.8%; PGK inhibitor: -3.5%; ERG-DNA inh: -4.2%; JMJD2A Tudor inh: -5.8%; HP1b binding inh: 7.6%; Pin1 inh: -0.5%; PI4K2A inh: 4.4

How did CC1CCN(C(=O)CSc2c3c(nc4ccc(Cl)cc24)CCCC3)CC1 do in these assays?
GLS inhibitor: -0.5%; G9a inh: 10.6%[59 µM]; PGK inhibitor: -7.7%; ERG-DNA inh: inconclusive; JMJD2A Tudor inh: -16.3%; HP1b binding inh: 27.3%; Pin1 inh: 6.0%; PI4K2A inh: -5.2

How did COc1ccc([C@@H]2[C@@H]3C(=O)N(C(C)(C)C)C(=O)[C@@H]3[C@]3(Cc4ccccc4)C(=O)N(c4ccc(C)cc4)C(=O)N23)cc1 do in these assays?
GLS inhibitor: -4.8%; G9a inh: -4.7%[2.33 µM]; BAZ2B block: 6.4%; PGK inhibitor: -1.9%; ERG-DNA inh: 1.1%; JMJD2A Tudor inh: -22.5%; HP1b binding inh: 18.5%; Pin1 inh: 2.9%; PI4K2A inh: 2.2

What do the screens show for `Cc1cc(S(=O)(=O)N2CCN(c3ccccc3C)CC2)ccc1F`?
GLS inhibitor: 1.7%; G9a inh: 33.6%[12.7 µM]; BAZ2B block: 23.4%; PGK inhibitor: inactive; ERG-DNA inh: inconclusive; JMJD2A Tudor inh: 7.5%; HP1b binding inh: 47.1%; Pin1 inh: 6.3%; PI4K2A inh: -1.2

What do the screens show for `COc1ccc(-n2c(SCC(=O)N/N=C/c3ccccc3OCC(=O)O)nc3ccccc3c2=O)cc1`?
GLS inhibitor: -1.9%; BAZ2B block: inconclusive; PGK inhibitor: -2.3%; ERG-DNA inh: -1.3%; JMJD2A Tudor inh: -5.8%; HP1b binding inh: 36.0%; Pin1 inh: 23.7%; PI4K2A inh: -0.4

Results for COCCCNc1nc(NCc2cccc(Cl)c2)c2cnn(C)c2n1 ?
GLS inhibitor: 0.4%; G9a inh: 5.1%[59 µM]; BAZ2B block: -27.7%; ERG-DNA inh: -2.8%; JMJD2A Tudor inh: -20.5%; HP1b binding inh: 11.7%; Pin1 inh: 0.1%; PI4K2A inh: -4.8

How did CC1CCC2(CC1)NC(=O)N(CC(=O)Nc1ccccc1-c1ccccc1)C2=O (stereo not drawn) do in these assays?
GLS inhibitor: -0.8%; G9a inh: -0.7%; BAZ2B block: 0.7%; PGK inhibitor: -11.2%; ERG-DNA inh: 5.7%; JMJD2A Tudor inh: -16.0%; HP1b binding inh: -5.1%; Pin1 inh: 1.4%; PI4K2A inh: 0.4

What do the screens show for `CC(C)(C)OC(=O)NNC(=S)NCc1ccc(Cl)cc1`?
GLS inhibitor: -10.0%; BAZ2B block: -2.9%; PGK inhibitor: 6.7%; ERG-DNA inh: 2.4%; JMJD2A Tudor inh: -4.1%; HP1b binding inh: 27.7%; Pin1 inh: -4.6%; PI4K2A inh: 0.8

How did COC(=O)c1nnn(-c2ccc(Br)cc2)c1C(=O)OC do in these assays?
GLS inhibitor: 4.9%; G9a inh: -28.6%[59 µM]; BAZ2B block: -35.3%; PGK inhibitor: 6.5%; ERG-DNA inh: 1.0%; JMJD2A Tudor inh: -5.8%; HP1b binding inh: 23.4%; Pin1 inh: -6.2%; PI4K2A inh: 2.2

What do the screens show for `O=C(NN1C(=O)C2CC=C(Cl)CC2C1=O)c1ccncc1` (stereo not drawn)?
GLS inhibitor: -7.5%; G9a inh: -6.4%; BAZ2B block: inconclusive; PGK inhibitor: -15.0%; ERG-DNA inh: -5.6%; JMJD2A Tudor inh: -21.2%; HP1b binding inh: 12.7%; Pin1 inh: 0.1%; PI4K2A inh: inconclusive

What do the screens show for `CCOCC(=O)Nc1ccc([N+](=O)[O-])cc1Cl`?
GLS inhibitor: 1.2%; G9a inh: -30.1%; BAZ2B block: -19.1%; PGK inhibitor: -8.9%; ERG-DNA inh: 4.1%; JMJD2A Tudor inh: -23.8%; HP1b binding inh: 23.8%; Pin1 inh: -7.8%; PI4K2A inh: -4.7

Results for CC1Oc2ccccc2C=C1/C=N\NC(=O)c1cccnc1 (stereo not drawn) ?
GLS inhibitor: -3.3%; G9a inh: 23.3%; BAZ2B block: 2.6%; PGK inhibitor: -2.6%; ERG-DNA inh: -1.9%; JMJD2A Tudor inh: 13.1%[57.1 µM]; HP1b binding inh: 59.8%[activator]; Pin1 inh: 1.3%; PI4K2A inh: 6.4

Results for CC1CCCCC1NC(=O)c1ccc(CNc2c(N3CCCC3)c(=O)c2=O)cc1 (stereo not drawn) ?
GLS inhibitor: 21.6%; G9a inh: -10.6%[59 µM]; BAZ2B block: 8.4%; PGK inhibitor: inactive; ERG-DNA inh: 4.7%; JMJD2A Tudor inh: 5.5%; HP1b binding inh: 48.6%[activator]; Pin1 inh: -4.4%; PI4K2A inh: 5.0

What do the screens show for `Cc1nc(CNC(=O)c2cc(COc3c(F)cccc3F)on2)cs1`?
GLS inhibitor: 3.8%; G9a inh: 4.1%[59 µM]; BAZ2B block: 1.8%; PGK inhibitor: -4.3%; ERG-DNA inh: -1.0%; JMJD2A Tudor inh: -7.6%; HP1b binding inh: 3.6%; Pin1 inh: 0.4%; PI4K2A inh: 3.6

Results for O=C(CCCc1nc2ccccc2s1)Nc1nccs1 ?
GLS inhibitor: 1.9%; G9a inh: 39.8µM*; BAZ2B block: -2.1%; PGK inhibitor: -0.8%; ERG-DNA inh: 0.9%; JMJD2A Tudor inh: -10.5%; HP1b binding inh: 22.7%; Pin1 inh: -1.1%; PI4K2A inh: -2.1

How did CC12CCC(C(=O)NCCCn3ccnc3)(OC1=O)C2(C)C (stereo not drawn) do in these assays?
GLS inhibitor: -17.6%; G9a inh: 15.8µM*; BAZ2B block: -2.5%; PGK inhibitor: -4.1%; ERG-DNA inh: -1.3%; JMJD2A Tudor inh: -26.0%[11.4 µM]; HP1b binding inh: -4.1%; Pin1 inh: 1.5%; PI4K2A inh: -0.5

What do the screens show for `COc1ccc(C(=O)Nc2ccc(NC(=O)c3cc(OC)c(OC)c(OC)c3)cn2)cc1`?
GLS inhibitor: -1.0%; G9a inh: 39.8µM*; BAZ2B block: inconclusive; PGK inhibitor: -3.4%; ERG-DNA inh: -1.8%; JMJD2A Tudor inh: -7.6%; HP1b binding inh: 21.2%; Pin1 inh: inconclusive; PI4K2A inh: -8.2

Results for O=C(Cn1cnc2c(cnn2-c2ccc(F)cc2)c1=O)N1CCCc2ccccc21 ?
GLS inhibitor: 2.7%; G9a inh: -1.5%[59 µM]; BAZ2B block: 12.5%; PGK inhibitor: -5.6%; ERG-DNA inh: 1.6%; JMJD2A Tudor inh: -15.4%; HP1b binding inh: 31.9%; Pin1 inh: -0.1%; PI4K2A inh: 0.8

Results for CC(=O)/C(=C/c1ccccc1)C(=O)Nc1ccccc1C ?
GLS inhibitor: -14.5%; G9a inh: -33.6%; BAZ2B block: -15.6%; PGK inhibitor: -0.9%; ERG-DNA inh: -1.3%; JMJD2A Tudor inh: -4.8%; HP1b binding inh: 32.1%; Pin1 inh: -0.6%; PI4K2A inh: -2.5

How did C[C@H]1COC(=O)CCC/C=C\C[C@H](CC(=O)N(CCO)Cc2ccccc2)C(=O)N1 do in these assays?
GLS inhibitor: -1.7%; PGK inhibitor: -5.2%; ERG-DNA inh: 12.0%; JMJD2A Tudor inh: -4.1%; HP1b binding inh: 34.8%; Pin1 inh: -0.5%; PI4K2A inh: 0.7
